Source: PubChem
ERK EGF inh = blocks ERK signaling stimulated by EGF. HEK293-V1b, EGF-stimulated phospho-ERK AlphaScreen. 0.41% of 130,000 active. AID 1454. Potency, µM (doses to about 11.5 µM), for the others: at the top dose activity change, negative = inhibition, most hits filed as inhibitors; active = well fitted inhibition curve with a large enough effect; inconclusive = small, poorly fitted or top-dose-only effect, or effect the other way;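 note: plate controls were stimulated vehicle wells for no effect and unstimulated vehicle basal for full effect; nearly all actives have a fitted effect of over 55% in size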
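Readout: AlphaScreen signal for phosphorylated ERK in lysed HEK293 cells stably expressing V1b. Stimulus 25 nM EGF, 5 min, following 30 min compound exposure. Data scaled to DMSO basal and full EGF activation.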
* marks the source's active call; other numbers are inactive results; & = joins results of further samples; [ ] = another dose, or the depositor's remark. Potency is the fitted concentration of half-maximal effect. A portion of the library, so the mix of outcomes need not match the whole.

CCCN1C2CCCC1CC(NC(=S)Nc1cc(C)ccc1C)C2 (stereo not drawn) was read as ERK EGF inh 4.3%.
Screening CC(C)Cn1c(N)c(C(=O)COC(=O)c2cc(C(F)(F)F)nc3c(C(F)(F)F)cccc23)c(=O)n(C)c1=O returned ERK EGF inh 17.6%&0.5%.
For COCC(C)NC(=O)c1ccc(Cl)c(Cl)c1 (stereo not drawn) the results were ERK EGF inh 4.9%.
COc1cccc(-c2nc3ccc([N+](=O)[O-])cc3o2)c1 was read as ERK EGF inh -2.1%.
C=CC(C)(C)c1[nH]cnc1/C=C1\NC(=O)C(C(C)C)NC1=O (stereo not drawn) was read as ERK EGF inh -6.0%[57.5 µM].
`O=C(CCS(=O)(=O)Cc1ccccc1)Nc1ccc2c(c1)OCCO2` gave ERK EGF inh -4.7%.
For O=C(NC(Cc1c[nH]c2ccccc12)C(=O)N/N=C/c1cccc2ccccc12)c1cccs1 (stereo not drawn) the results were ERK EGF inh -9.2%.
`C/C(=C\c1ccco1)CN1CCN(Cc2ccc(C)o2)C(CCO)C1` (stereo not drawn) gave ERK EGF inh -4.2%.
CCOc1ccc(C2=Nc3ccc(Br)cc3C(c3ccc(N4CCOCC4)cc3)=NN2)cc1 was read as ERK EGF inh 7.5%.
`Cc1ccc(S(=O)(=O)NCC2COc3ccccc3O2)cc1` (stereo not drawn) gave ERK EGF inh 15.3%.
For Nc1ccn([C@@H]2CC[C@H](CO)O2)c(=O)n1 the results were ERK EGF inh -1.7%[25.7 µM].
`O=c1ccccn1CCOc1ccc(Cl)cc1` gave ERK EGF inh -3.4%[57.5 µM].

6 records drawn at random from those above, as already listed:
COc1cccc(-c2nc3ccc([N+](=O)[O-])cc3o2)c1 was read as ERK EGF inh -2.1%.
For O=C(NC(Cc1c[nH]c2ccccc12)C(=O)N/N=C/c1cccc2ccccc12)c1cccs1 (stereo not drawn) the results were ERK EGF inh -9.2%.
Screening CC(C)Cn1c(N)c(C(=O)COC(=O)c2cc(C(F)(F)F)nc3c(C(F)(F)F)cccc23)c(=O)n(C)c1=O returned ERK EGF inh 17.6%&0.5%.
For COCC(C)NC(=O)c1ccc(Cl)c(Cl)c1 (stereo not drawn) the results were ERK EGF inh 4.9%.
C=CC(C)(C)c1[nH]cnc1/C=C1\NC(=O)C(C(C)C)NC1=O (stereo not drawn) was read as ERK EGF inh -6.0%[57.5 µM].
CCOc1ccc(C2=Nc3ccc(Br)cc3C(c3ccc(N4CCOCC4)cc3)=NN2)cc1 was read as ERK EGF inh 7.5%.

Additional entries:
Screening Nc1nnc(SCC(=O)NCCOc2ccccc2)s1 returned ERK EGF inh 6.7%.
`O=C(Nc1ccc(C(=O)OC[C@@H]2CCCN3CCCC[C@H]23)cc1)c1cccc(Br)c1` gave ERK EGF inh 2.7%.
`Cc1cc(-c2ccccc2)nc2cc(C(=O)N(Cc3ccccc3)Cc3ccccc3)nn12` gave ERK EGF inh 0.6%.
COCCNC(=O)C(NC(=O)C1CCC(C)CC1)C(C)C (stereo not drawn) was read as ERK EGF inh -3.6%.
Cc1ccc(/C=N/n2c(=O)c(C(C)(C)C)nn3cnnc23)cc1 was read as ERK EGF inh 10.1%.
`CCc1ccccc1Nc1nc(N)nc(CSc2nnnn2C)n1` gave ERK EGF inh -4.9%.
CC(=O)CSc1nnc(-c2ccc3c(c2)OCO3)o1 was read as ERK EGF inh 0.1%.
Screening O=C(NCc1cccnc1)c1ccccc1[N+](=O)[O-] returned ERK EGF inh 2.3%.
Screening O=C(COC(=O)Cc1cccc(C(F)(F)F)c1)Nc1cccc2ccccc12 returned ERK EGF inh 8.8%.
CC(C)C[C@@H](CC(=O)N[C@@H](CCCN)CC(=O)N[C@@H]1CCCC[C@H]1C(=O)N[C@H](CC(=O)N[C@@H](CCC(=O)O)CC(=O)O)Cc1c[nH]c2ccccc12)NC(=O)[C@@H]1CCCC[C@H]1N was read as ERK EGF inh -5.6%.
`CC(C)CC(c1nnnn1Cc1ccc2c(c1)OCO2)N1CCC(C(N)=O)CC1` (stereo not drawn) gave ERK EGF inh 3.7%.
CCOc1ccccc1/C=C/c1cc(C(=O)O)c2ccccc2n1 was read as ERK EGF inh 4.5%[57.5 µM].
Cc1cc(C)cc(C(=O)N2CCN=C2c2ccccc2)c1 was read as ERK EGF inh 12.4%.
`CSc1c(CC(=O)Nc2ccccc2)n(Cc2ccccc2)c2ccccc12` gave ERK EGF inh -0.7%.
For CCC(C)NC(=O)c1ccccc1NC(=O)CN(c1cc(C)ccc1OC)S(C)(=O)=O (stereo not drawn) the results were ERK EGF inh -22.6%.
For CCc1ccc(N(CC(=O)NCc2ccc(F)cc2)C(=O)c2csnn2)cc1 the results were ERK EGF inh -5.2%.
`CCn1cc(/C=N\NC(=O)COc2cccc(C)c2C)c(C)n1` gave ERK EGF inh 4.4%.
Screening O=C(O)c1ccccc1/C=N/NC(=S)NCc1ccccc1 returned ERK EGF inh -6.6%[57.5 µM].
`Nc1ccc2nc(CCc3ccccc3)[nH]c2c1` gave ERK EGF inh -3.7%.
Cn1nccc1NC(=O)Nc1cccc([N+](=O)[O-])c1 was read as ERK EGF inh 1.1%[57.5 µM].
Screening CC1CC(C)(C)NC(=S)N1CCCC(=O)Nc1ccc(F)c(F)c1 (stereo not drawn) returned ERK EGF inh inconclusive.
Screening COc1ccc(OCC(=O)N/N=C(/C)Cc2ccccc2)cc1 returned ERK EGF inh 5.8%.
For CCCCCOc1ccc(/C=c2\sc3nc(=O)c(-c4ccccc4)nn3c2=O)cc1OC the results were ERK EGF inh -3.2%.
COc1cc2c(cc1OC)C(C(=O)NCCN(C)C)C(c1cccs1)N(C)C2=O (stereo not drawn) was read as ERK EGF inh 0.2%.

Overlap with the part before: three entries, then new ones.
Screening COc1ccc(OCC(=O)N/N=C(/C)Cc2ccccc2)cc1 returned ERK EGF inh 5.8%.
For CCCCCOc1ccc(/C=c2\sc3nc(=O)c(-c4ccccc4)nn3c2=O)cc1OC the results were ERK EGF inh -3.2%.
COc1cc2c(cc1OC)C(C(=O)NCCN(C)C)C(c1cccs1)N(C)C2=O (stereo not drawn) was read as ERK EGF inh 0.2%.
For CCC(Oc1ccccc1)C(=O)O/N=C(\N)c1ccc(OC)c(OC)c1 (stereo not drawn) the results were ERK EGF inh 8.5%.
CCc1ccc(NC(=S)N(CCCN2CCOCC2)Cc2ccccn2)cc1 was read as ERK EGF inh -3.8%.
`CCOc1cc(/C=N/NC(=O)c2cc(C3CC3)[nH]n2)ccc1O` gave ERK EGF inh 1.2%.
Screening CC(NC(=O)CCc1nnc(Cc2cccc(C(F)(F)F)c2)o1)C1CC1 (stereo not drawn) returned ERK EGF inh -1.5%.
Screening Cc1ccccc1OCC(O)CN1CCN(CC(O)COc2ccccc2C)CC1 (stereo not drawn) returned ERK EGF inh 4.9%.
CC(=O)Oc1ccc(/C=C2/Oc3ccccc3C2=O)cc1 was read as ERK EGF inh 11.7%[57.5 µM].
For C=CCSC1=N/C(=C\c2cccnc2)C(=O)N1c1ccc(OC)cc1 the results were ERK EGF inh 0.6%.
N#Cc1c(C(F)(F)F)cc(=O)[nH]c1SCC(=O)O was read as ERK EGF inh -3.6%.
Screening Cc1ccc(C)c(S(=O)(=O)N2CCN(CC(=O)Nc3sccc3C#N)CC2)c1 returned ERK EGF inh 2.2%.
For C[C@H]1C=C(C(=O)NCc2ccccc2)O[C@@H](OCc2ccc(CO)cc2)C1 the results were ERK EGF inh -18.3%[57.5 µM].
`N=C1C(c2nc3ccccc3s2)=C(O)CN1NC(=O)c1ccco1` gave ERK EGF inh -5.5%[57.5 µM].
Screening CS(=O)(=O)NCc1nnc(SCc2ccc(C(F)(F)F)cc2)o1 returned ERK EGF inh -17.2%[57.5 µM].
Screening CCc1cccc(NC(=O)c2ccc(Cn3c(=O)[nH]c4ccsc4c3=O)cc2)c1 returned ERK EGF inh 7.9%.
Screening C/C=C\C=C/C(=O)Nc1cccc(C2=NOC3(C2)C[C@@H](C(N)=O)N(C(=O)/C=C/CC)C3)c1 (stereo partly drawn) returned ERK EGF inh 3.7%[57.5 µM].
For COCOc1ccc(OC)cc1C(=O)C1O[C@H]1c1ccc(OC)c(Br)c1 (stereo partly drawn) the results were ERK EGF inh -7.6%.
C=CCn1c(SCC(=O)Nc2ncc(Cc3ccc(C)c(Cl)c3)s2)nnc1-c1ccncc1 was read as ERK EGF inh -14.3%.
C=CCNC(=O)C1CCN(c2cnccn2)CC1 was read as ERK EGF inh -1.8%.
Screening O=C(NCc1cccnc1)C(=O)N/N=C/c1ccccc1[N+](=O)[O-] returned ERK EGF inh 4.9%.
Screening COc1cc(C(=O)NC(=S)N2CCCCCC2)cc(OC)c1OC returned ERK EGF inh -7.8%.
For O=C1NC(=O)C2C1C(c1cccs1)NN2Cc1ccccc1 (stereo not drawn) the results were ERK EGF inh -0.3%.
For O=c1c2ccccc2[nH]c(=S)n1CCc1ccccc1 the results were ERK EGF inh 7.6%.
`O=C(N/N=C/c1c(O)ccc2ccccc12)c1[nH]ncc1Br` gave ERK EGF inh -1.7%.
COc1ccc(NC(=O)Nc2cc(C)cc(C)c2)cn1 was read as ERK EGF inh -13.4%[57.5 µM].
For C=CCC(C)(Nc1ccccc1)C(=O)OCC (stereo not drawn) the results were ERK EGF inh -10.5%.
For O=C(O)[C@H](Cc1ccccc1)NC(=O)N1CCC(Cc2ccccc2)CC1 the results were ERK EGF inh 3.8%[57.5 µM].
`CC1CCCN(C(=S)NCc2ccccc2)C1` (stereo not drawn) gave ERK EGF inh -8.5%.
`CN(C)c1ccc(C(=O)NNC(=O)c2ccc(Cl)cc2)cc1` gave ERK EGF inh -1.1%[57.5 µM].
COCC(=O)N1CCC2(CCCN(C(=O)Nc3cccc(F)c3)C2)CC1 was read as ERK EGF inh 2.4%.
O=C(NNC(=O)c1cnccn1)c1cccc([N+](=O)[O-])c1 was read as ERK EGF inh -7.1%.
`COc1ccc(-n2c(=S)[nH]c3cc(C(=O)Nc4ccc(OC)c(OC)c4)ccc3c2=O)cc1` gave ERK EGF inh -0.5%.
For COc1ccc(-c2[nH]nc3c2C2(C(=O)N(CC(=O)O)c4ccccc42)C(C#N)=C(N)O3)cc1OC (stereo not drawn) the results were ERK EGF inh -0.4%.
Screening CCC(C)c1ccc(OCCn2ccnc2)cc1 (stereo not drawn) returned ERK EGF inh -1.9%.
Screening COc1ccc(OCC(=O)N2CCN(C(=O)c3cccs3)CC2)cc1 returned ERK EGF inh 3.2%.
COc1cccc(OC)c1NC(=O)c1nc2c(nnn2Cc2ccccc2Cl)c(=O)[nH]1 was read as ERK EGF inh -1.1%.
For NNc1nc2c(Cl)ccc(Cl)c2s1 the results were ERK EGF inh 4.1%.
`COc1ccc(CCNC(=O)CSc2nnc(-c3ccccc3)c3ccccc23)cc1OC` gave ERK EGF inh 2.1%.
For CN(C1CCCCC1)S(=O)(=O)c1ccc(S(=O)(=O)N2CCN(CCC#N)CC2)cc1 the results were ERK EGF inh -0.4%.
For CC(C)Oc1ccc(S(=O)(=O)N(C(C)C)C(C)C)cn1 the results were ERK EGF inh 3.7%.
Screening O=C(Nc1nc2ccccc2[nH]1)c1ccc(Br)o1 returned ERK EGF inh 2.6%.
`Cc1ccc(-n2nccc2-c2nn(-c3cccc(C(F)(F)F)c3)c(=O)n(C)c2=O)cc1` gave ERK EGF inh -0.1%.
O=S(=O)(c1ccc(F)cc1)N1CCN(c2ccc(-c3ccccc3)nn2)CC1 was read as ERK EGF inh 1.9%.
For CCOc1ccc(OCC(=O)Nc2ccc(S(N)(=O)=O)cc2)cc1 the results were ERK EGF inh 2.6%.
Screening NS(=O)(=O)c1cccc(NC(=O)CSc2nnc(C3CC3)n2Cc2ccccc2)c1 returned ERK EGF inh -5.8%[57.5 µM].
For Cc1cc(C)n(-c2ccc([N+](=O)[O-])cc2-c2nn[nH]n2)n1 the results were ERK EGF inh -11.8%.
Screening COc1ccc(Cc2nc(-c3cccnc3)no2)cc1OC returned ERK EGF inh -6.9%.
Screening O=C(c1cccc(F)c1)N1CCN(c2ccc([N+](=O)[O-])c(N3CCOCC3)c2)CC1 returned ERK EGF inh 5.7%.
`COc1cccc(C2SCC(=O)N2c2ccc(Cl)cc2)c1OC` (stereo not drawn) gave ERK EGF inh 1.4%.
`O=C(NC1=NCCS1)c1cccc(S(=O)(=O)N2CCc3ccccc32)c1` gave ERK EGF inh 8.5%.
`Cc1onc(-c2ccccc2)c1C(=O)N1CCOC12CCN(c1cccc(F)n1)CC2` gave ERK EGF inh -7.2%.
Cc1ccccc1-c1nsc(SCC(=O)c2ccc(Cl)cc2)n1 was read as ERK EGF inh -7.8%.
Screening Cc1c(NC(=O)c2cc3c(s2)-c2ccccc2OC3)cccc1[N+](=O)[O-] returned ERK EGF inh -3.0%.
Screening CCN(CC(=O)Nc1cccc(F)c1)Cc1nc2ccccc2c(=O)[nH]1 returned ERK EGF inh -0.5%.
COc1ccc(CCNC(=S)NC2CCN(Cc3ccccc3)CC2)cc1 was read as ERK EGF inh -4.0%.
CSC1=NCCN1S(=O)(=O)c1ccc(NC(C)=O)cc1 was read as ERK EGF inh -3.7%.
For Cc1ccc(S(=O)(=O)N(C)C)cc1NC(=S)N1CCCCC1CO (stereo not drawn) the results were ERK EGF inh 10.5%.
For O=C(Cc1cccs1)N1CCN(c2ccc([N+](=O)[O-])cc2)CC1 the results were ERK EGF inh -1.4%.
FC(F)(F)c1ccncc1-c1nnnn1-c1ccc(Cl)cc1 was read as ERK EGF inh 12.4%[57.5 µM].
`CSCCC(NS(=O)(=O)c1ccc(Cl)cc1)C(=O)OCC(=O)c1c(C)[nH]c2ccccc12` (stereo not drawn) gave ERK EGF inh 1.4%.
Screening Cc1ccc([N+](=O)[O-])cc1S(=O)(=O)Nc1ccc(N2CCOCC2)cc1 returned ERK EGF inh 3.1%.
For O=C(O)C1CCC[C@@H]2[C@@H]3CC(CN12)[C@@H]1CCCCN1C3 (stereo partly drawn) the results were ERK EGF inh -8.5%.
Screening COc1ccc(N2CCN(C(=O)CN3CCN(C(c4ccccc4)c4ccccc4)CC3)CC2)cc1 returned ERK EGF inh 9.1%.
`N#CCCC1CCCC=C1N(Cc1ccccc1)C(=O)C(Cl)Cl` (stereo not drawn) gave ERK EGF inh 7.0%[57.5 µM].
